# FUS suppressor: qHTS for Suppressors of FUS Proteinopathy: Primary screen using FUS-linked yeast assay; S. cerevisiae FUS-expressing, growth rescue, OD600, 24 h; Potency, µM (titrated, usually from 76.6 µM), for the others: at the top dose growth rescue (activation), hits mostly activators; 390,000 tested, 0.24% active; AID 1347120, 2019;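 also: potency is read from the fitted curve at half-maximal effect; plate controls were DMSO vehicle for no effect and reference control for full effect; nearly all actives have a fitted effect of over 55% in size; some results filed as inactive show a strong effect at the top dose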
#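 Quantitative HTS measuring growth restoration of FUS-toxic yeast. Galactose-induced cells (OD 0.005) were exposed 24hr at 30C to compounds at several concentrations, then absorbance at 600 nm was recorded.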
# DRD3 agonist: qHTS of D3 Dopamine Receptor Agonist: qHTS. D3R DiscoveRx beta-arrestin cells, luminescence, 90 min. max activation, %. 410,000 tested, 0.58% active. AID 652048, 2013; in the data active = max activation above about 30%; also: 0% is about no effect; mostly tested at two doses, the higher about 12 µM
#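 Agonist mode: compounds and dopamine controls were applied to plated cells for 90 min at 37 degrees C after an overnight attachment at 1500 cells/well. Luminescent read-out followed 30 - 60 minutes at room temperature with DiscoveRx detection reagent.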
# DRD3 antagonist: qHTS of D3 Dopamine Receptor Antagonist: qHTS; max response, negative = inhibition, %; D3R cells, DiscoveRx beta-arrestin luminescence, antagonist mode; hits give low values; 360,000 tested, 2.5% active; D(3) dopamine receptor (Homo sapiens), P35462; AID 652054, 2013; in the data active = max response below about -50%; inconclusive = no clear call, values can overlap the other calls; also: % is scaled to controls: 0 for no effect and ±100 for the full control effect; mostly tested at two doses, the higher about 12 µM
#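 Cells expressing the human receptor were seeded at 1500 cells/well, incubated overnight at 37 degrees C in 5% CO2, then exposed to library compounds with dopamine controls for 90 minutes at 37 degrees C before luminescent detection.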
# EPAC2 ag: qHTS for Agonist of cAMP-regulated guanine nucleotide exchange factor 4 (EPAC2): primary screen; Rap guanine nucleotide exchange factor 4 (Homo sapiens), Q8WZA2; EPAC2 activation, biochemical qHTS; response scale: 100% = 6.5 mM cAMP response; Potency, µM (highest dose often 154 µM), inactives show at the top dose activation, usual class: activators; 360,000 tested, 0.079% active; AID 720711, 2013; also: potency is read from the fitted curve at half-maximal effect; nearly all actives have a fitted effect of over 50% in size
# Target sequence (Q8WZA2 whole entry, looked up): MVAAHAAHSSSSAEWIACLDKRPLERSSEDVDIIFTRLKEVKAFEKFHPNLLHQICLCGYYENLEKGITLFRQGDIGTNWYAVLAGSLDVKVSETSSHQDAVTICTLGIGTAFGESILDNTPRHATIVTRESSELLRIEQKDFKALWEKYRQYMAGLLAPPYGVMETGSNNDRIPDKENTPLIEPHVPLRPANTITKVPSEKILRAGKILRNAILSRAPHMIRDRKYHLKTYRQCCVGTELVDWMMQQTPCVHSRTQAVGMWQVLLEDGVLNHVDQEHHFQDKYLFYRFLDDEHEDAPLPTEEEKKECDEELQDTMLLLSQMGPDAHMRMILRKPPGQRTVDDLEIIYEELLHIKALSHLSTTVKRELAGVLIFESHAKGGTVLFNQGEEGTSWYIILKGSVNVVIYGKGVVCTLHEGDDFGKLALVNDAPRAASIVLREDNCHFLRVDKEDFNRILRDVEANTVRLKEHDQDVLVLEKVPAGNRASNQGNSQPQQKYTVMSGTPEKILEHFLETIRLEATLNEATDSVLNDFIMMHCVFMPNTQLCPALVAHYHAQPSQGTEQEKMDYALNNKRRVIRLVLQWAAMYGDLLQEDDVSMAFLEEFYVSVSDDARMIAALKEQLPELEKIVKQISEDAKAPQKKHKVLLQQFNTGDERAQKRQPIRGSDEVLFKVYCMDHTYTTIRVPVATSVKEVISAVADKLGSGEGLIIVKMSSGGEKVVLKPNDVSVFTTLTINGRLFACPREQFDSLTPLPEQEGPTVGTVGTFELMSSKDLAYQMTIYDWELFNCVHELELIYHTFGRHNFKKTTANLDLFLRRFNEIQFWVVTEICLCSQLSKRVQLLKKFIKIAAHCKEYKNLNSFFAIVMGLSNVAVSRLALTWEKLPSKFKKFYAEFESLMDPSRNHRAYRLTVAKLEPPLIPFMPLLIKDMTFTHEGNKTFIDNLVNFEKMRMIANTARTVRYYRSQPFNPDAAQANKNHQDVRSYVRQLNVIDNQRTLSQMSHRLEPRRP
#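 Each well held 100 nM EPAC2, 250 nM RAP1B-BODIPY-GDP and 50 uM GDP. Fluorescence, read at 5-min intervals to 30 min, was referenced to a 6.5 mM cAMP positive control.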
# aSyn yeast inh: qHTS of alpha-syn Inhibitors | Yeast expressing alpha-synuclein, growth rescue, BacTiter-Glo, 24 h | Potency, µM (series often up to 46.1 µM), inactives show at the top dose growth rescue (activation), usual class: activators | 370,000 tested, 0.14% active | AID 652106, 2013; also: potency is read from the fitted curve at half-maximal effect; % of control where 0% means no effect; nearly all actives have a fitted effect of over 65% in size
#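 Galactose-induced alpha-syn yeast (OD600=0.02, raffinose-pregrown) + pinned cpd, 24 hr, 30 deg C; growth by BacTiter-Glo luminescence. Growth restoration scores as activation.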
# Abeta rescue: qHTS for compounds that reverse cellular toxicity of Amyloid beta (A-beta) peptide in yeast: Primary Screen. yeast expressing A-beta42, growth rescue, OD600, 48 h; response scale: 0% DMSO, 100% iron-clioquinol control. Potency, µM (doses to about 46.1 µM), inactives show at the top dose growth rescue, actives largely listed as activators. 410,000 tested, 0.063% active; also: potency is read from the fitted curve at half-maximal effect; nearly all actives have a fitted effect of over 55% in size
#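 Growth rescue measured by 600 nm absorbance after 48 h yeast culture at 30 C with compound. Values normalized between DMSO and an equimolar ferric chloride plus clioquinol control.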
# TDP43 rescue: qHTS of TDP-43 Inhibitors | TDP-43 expressing yeast growth rescue, BacTiter-Glo, 24 h | Potency, µM (top dose mostly 46.1 µM), for inactives: top-dose growth rescue (activation), actives largely listed as activators | 410,000 tested, 1.8% active | AID 652104, 2013; also: potency is read from the fitted curve at half-maximal effect; % of control where 0% means no effect; nearly all actives have a fitted effect of over 50% in size
#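 Readout is BacTiter-Glo luminescence of cell growth, so inhibitors register as activators. TDP-43-expressing yeast at OD600=0.02 in galactose medium, after raffinose pregrowth to mid-log, were incubated with compound for 24 hr at 30 deg C.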
# EPAC2 antag: qHTS for Antagonist of cAMP-regulated guanine nucleotide exchange factor 2 (EPAC2): primary screen; Rap guanine nucleotide exchange factor 4 (Homo sapiens), Q8WZA2; EPAC2 GEF exchange of Rap1B-BODIPY-GDP, fluorescence; Potency, µM (titrated, usually from 114 µM), for inactives: at the highest dose activity, negative = inhibition, hits mostly inhibitors; 360,000 tested, 0.18% active; AID 720708, 2013; also: potency is read from the fitted curve at half-maximal effect; % is scaled to controls: 0 for no effect and ±100 for the full control effect; nearly all actives have a fitted effect of over 45% in size; many of its hits are not listed in these tables
# Starred values were filed as active, the others as inactive; ? = inconclusive; / = no result given; [ ] = remark or other dose. Unless noted, calls follow the shape of the dose curve; as a rule, active = well fitted curve in the direction sought with a large enough effect; inconclusive = small, poorly fitted or top-dose-only effect, or another doubt; inactive = no such curve, though single readings can be large; an effect the other way counts as inactive or inconclusive. An excerpt. The share of hits here may be higher or lower than overall.
structure	FUS suppressor	DRD3 agonist	DRD3 antagonist	EPAC2 ag	aSyn yeast inh	Abeta rescue	TDP43 rescue	EPAC2 antag
Cn1c(SCC(=O)N2CCc3ccccc32)nnc1-c1ccc(S(=O)(=O)N2CCCC2)cc1	?	2.2	15.6	-1.7%	1.4%	24.3%	-16.5%	14.0%
COc1ccc(CCNC(=O)CCCn2c(=O)c3ccccc3n(Cc3cccc(Cl)c3)c2=O)cc1OC	35.2%	4.1	/	/	/	1.6%	7.4%	/
Cc1ccc(C)c(S(=O)(=O)N2CCCOC2CNC(=O)C(=O)NCc2ccco2)c1 (stereo not given)	/	-3.3	-18.5	-0.3%	3.8%	11.1%	14.2%	-3.1%
Cc1cc(C)nc(NC(=O)CSc2nnnn2-c2ccccc2)n1	1.5%	-2.0	6.8	5.1%	2.1%	19.7%	18.6%	-4.9%[57.1 µM]
Cc1ccc(C)c(S(=O)(=O)NCCOC(=O)Nc2sc(=S)n(C)c2C)c1	-1.1%	1.3	4.7	-10.5%	-16.1%	3.6%	1.7%	-0.4%
COc1ccc(NC(=O)C(c2ccncc2)n2c(=O)c(-c3cc4ccccc4[nH]3)nc3ccccc32)cc1 (stereo not given)	?	3.3	12.2	8.1%	5.9%	15.5%	17.8µM*	-10.2%
O=C(CNC(=O)c1ccc([N+](=O)[O-])cc1)N/N=C\c1ccc(OC(=O)c2ccccc2)cc1	1.1%	1.0	-2.2	-9.0%	4.2%	11.1%	3.2%	-1.8%
CCc1nc2ccc(C(=O)Nc3cccc(NS(C)(=O)=O)c3)cn2c1N(C)C(=O)c1cccc(OC)c1	7.3%	2.7	25.1	8.7%	-3.0%	-2.0%	0.0%	6.8%
CCOC(=O)c1cccc(NC(=O)c2cnccn2)c1	10.9%	-2.9	-16.6	1.2%	-4.6%	-16.6%	25.1%	8.9%
Cc1cccc(OCC(=O)NN2C(=O)C3C4C=CC(O4)C3C2=O)c1 (stereo not given)	-3.1%	4.2	4.5	11.0%	1.3%	0.5%	-14.0%	0.4%

# The listing continues:
structure	FUS suppressor	DRD3 agonist	DRD3 antagonist	EPAC2 ag	aSyn yeast inh	Abeta rescue	TDP43 rescue	EPAC2 antag
CCOCC(=O)Nc1cc(C(=O)OC)cc(C(=O)OC)c1	-8.6%	2.6	0.0	10.8%	-3.7%	-5.3%	-9.3%	6.8%
NC1=CC(=O)C(=O)c2ccccc21	0.8%	-1.2	-10.5	4.0%	-1.0%	9.2%	9.1%	-5.7%
COc1ccc(S(=O)(=O)NC2CCCC2)c(Cl)c1Cl	21.5%	-18.1	10.0	16.7%	3.2%	-14.1%	?	-2.9%
COc1ccc(NC(=O)C2CCCN(S(=O)(=O)c3cccc4cccnc34)C2)c(OC)c1 (stereo not given)	11.5%	-0.2	11.1	8.4%	5.9%	6.6%	18.0%	-0.5%
O=C(Cn1c(SCCOc2ccccc2)nc2ccccc21)N1CCOCC1	19.9%	2.2	/	/	/	1.3%	14.5%	/
COc1ccc(NC(=O)c2ccco2)cc1NC(=O)c1ccc(C)c(C)c1	-30.7%	2.3	/	/	/	2.7%	15.8µM*	/
CCOCCCn1c(SCc2nc3ccccc3s2)nc2ccccc2c1=O	/	7.9	54.3	13.2%	12.8%	10.7%	4.2%	2.6%
CSc1ccccc1OCc1cc(C(=O)NCCCn2nc(C)cc2C)no1	/	-11.5	-16.3	10.7%	3.0%	-0.1%	10.8%	-8.2%
O=C(NC1CCCCC1)N1CCSC1=Nc1ccccc1	?	1.6	-3.6	8.7%	-4.6%	-6.1%	?	-9.2%
CCn1c(SCC(=O)N2CCOCC2)nc2c([nH]c3ccccc32)c1=O	-14.8%	-4.8	0.7	1.0%	0.3%	2.8%	1.1%	8.3%

# Reprinted at random: 3 compounds from above, in no set order.
structure	FUS suppressor	DRD3 agonist	DRD3 antagonist	EPAC2 ag	aSyn yeast inh	Abeta rescue	TDP43 rescue	EPAC2 antag
COc1ccc(NC(=O)c2ccco2)cc1NC(=O)c1ccc(C)c(C)c1	-30.7%	2.3	/	/	/	2.7%	15.8µM*	/
CCOCC(=O)Nc1cc(C(=O)OC)cc(C(=O)OC)c1	-8.6%	2.6	0.0	10.8%	-3.7%	-5.3%	-9.3%	6.8%
O=C(Cn1c(SCCOc2ccccc2)nc2ccccc21)N1CCOCC1	19.9%	2.2	/	/	/	1.3%	14.5%	/

# Next part:
structure	FUS suppressor	DRD3 agonist	DRD3 antagonist	EPAC2 ag	aSyn yeast inh	Abeta rescue	TDP43 rescue	EPAC2 antag
CC(Nc1oc(-c2ccc(COc3ccccc3)o2)nc1C#N)c1ccccc1 (stereo not given)	-23.3%	-8.9	/	/	/	-11.7%	7.4%	/
COCCNC(=O)c1nn2c(C(F)(F)F)cc(-c3ccccc3)nc2c1Cl	-20.9%	2.1	14.5	-7.6%	5.0%	4.9%	20.7%	1.9%
COC(=O)c1c(NC(=O)c2ccc(C)c(S(=O)(=O)Nc3ccccc3C)c2)sc2c1CCCC2	18.3%	8.2	19.0	-4.0%	-5.0%	-3.6%	-11.2%	-3.2%
COc1ccc(CNC(=O)CN2C(=O)NC3(CCCc4sccc43)C2=O)cc1 (stereo not given)	0.3%	3.6	-7.0	4.6%	-1.3%	1.9%	16.8%	-7.9%
COc1ccc(-c2csc(CCn3nc(C)cc3C)n2)cc1	0.5%	1.1	0.1	4.0%	-6.5%	8.6%	17.8µM*	-1.5%
COc1ccc(/C=C/C=C2\NC(=S)NC2=O)cc1	20.0%	-2.8	-15.9	9.3%	-4.7%	12.7%	-2.2%	-13.4%
O=C1CC(c2ccc3c(c2)OCO3)C2=C(CCCC2=O)N1 (stereo not given)	-8.2%	-2.4	13.5	2.0%	-14.2%	14.1%	-3.6%	7.8%
CCOc1cc(/C=C2/SC(=O)N(CC(=O)N3CCc4ccccc4C3)C2=O)ccc1OCC(=O)O	?	6.1	0.0	-3.9%	2.6%	5.7%	5.3%	-8.1%
O=C(NCCCc1ccccc1)Nc1cccc(Cl)c1	13.6%	-3.1	0.2	4.5%	-17.2%	0.0%	-75.7%[inhibitor]	-5.0%
COc1cccc(/C=N/Nc2ccccc2C(=O)O)c1O	-17.5%	-2.8	-12.0	11.0%	-1.7%	19.7%	-23.8%	-8.1%

# The list goes on.
structure	FUS suppressor	DRD3 agonist	DRD3 antagonist	EPAC2 ag	aSyn yeast inh	Abeta rescue	TDP43 rescue	EPAC2 antag
O=C(COC(=O)c1ccc(F)cc1F)Nc1ccc2[nH]c(=O)[nH]c2c1	23.6%	0.2	13.8	4.7%	-1.1%	-1.1%	-12.7%[0.397 µM]	-15.1%
CCOc1cc(C)c(C(C)C)cc1S(=O)(=O)n1ccnc1CC	18.0%	3.7	/	/	/	-9.7%	20µM*	/
CCCOc1ccccc1C1NC(=O)NC(C)=C1C(=O)OCCOC (stereo not given)	-5.9%	-8.4	17.8	-0.8%	0.5%	-19.0%	-19.9%	8.1%
Cc1ccc(S(=O)(=O)N2CCCCC2)cc1NC(=O)CSc1nnnn1C	21.3%	-7.4	-20.0	8.1%	-2.8%	-26.1%	-8.2%	2.4%
CC(Cl)C(=O)Nc1ccccc1C#N (stereo not given)	/	7.5	13.0	2.7%	-2.6%	4.2%	-12.6%	2.6%
Brc1cc(-c2ccccc2)nc(-c2ccccc2)n1	-33.8%	-3.0	-17.9	2.6%	-2.4%	-15.9%	9.3%	-2.1%
CCCCN1C(=O)C(O)(c2c(C)[nH]c3ccccc23)c2cc(Br)ccc21 (stereo not given)	0.0%	-2.1	/	/	/	20.3%	?	/
N/C(=N\OC(=O)COc1ccccc1)c1ccc(Cl)cc1	/	1.4	-13.4	4.3%	-12.4%	-7.6%	20.4%	15.1%
C/C(N)=C(/C#N)C(=O)COC(=O)c1ccc(C#N)cc1	39.5%	0.7	-7.6	-1.0%	-3.2%	-17.1%	-26.6%	9.7%
CC(=O)c1cn(-c2ccc(Cl)cc2)c(=O)n(Cc2ccc(Br)cc2)c1=O	7.4%	-4.1	1.1	8.6%	-2.7%	-10.8%	-20.8%	3.5%

# The list goes on:
structure	FUS suppressor	DRD3 agonist	DRD3 antagonist	EPAC2 ag	aSyn yeast inh	Abeta rescue	TDP43 rescue	EPAC2 antag
CCOc1ccc2[nH]c3nc(SCC(=O)NCC4CCCO4)nnc3c2c1 (stereo not given)	25.7%	19.3	-7.2	-1.9%	0.8%	7.5%	6.0%	-0.2%
CCOCCCNC(=O)CN1C(=O)COc2ccc(S(=O)(=O)N3CCC(C)CC3)cc21	15.6%	2.9	-23.9	6.2%	-7.4%	-0.4%	-8.3%	10.2%
CC(CCc1ccccc1)OS(N)(=O)=O (stereo not given)	-14.4%	-6.0	-9.6	5.5%	0.9%	0.1%	9.4%	-4.7%
CCOC(=O)NNC(=S)Nc1c(C)n(C)n(-c2ccccc2)c1=O	0.3%	3.2	-0.1	1.2%	-0.1%	-15.3%	-2.3%	1.6%
COc1cccc(NC(=O)c2ccccc2-c2nc(-c3ccc(Cl)cc3)no2)c1	-28.9%	8.5	-7.4	22.0%	0.0%	11.9%[9.22 µM]	6.8%	2.1%
O/N=C\c1cnc(N2CCN(c3ccccc3)CC2)s1	-26.6%	-0.4	1.5	3.0%	11.2%	-10.4%	?	-5.1%
CN(C)C(=O)CCC(=O)N(C)CC1CCCN(CCc2ccc(F)cc2)C1 (stereo not given)	-2.5%	1.1	-8.6	7.4%	-2.8%	4.2%	1.5%	-0.5%
CCOC(=O)N1CCN(C(=O)Cn2nc(C)n3nc(-c4ccc(CC)cc4)cc3c2=O)CC1	15.0%	-4.4	-3.0	-6.4%	12.4%	/	10.7%	10.4%
C/C(Cc1ccccc1)=N\NC(=O)C1CCCCC1	-5.6%	4.9	-2.0	2.4%	0.9%	2.6%	14.6%	1.2%
N/C(=N\OC(=O)C12CC3CC(CC(C3)C1)C2)c1ccncc1	27.3%	-0.1	9.7	7.3%	-17.7%	6.4%	12.6µM*	-8.2%
CC1=C(C(=O)N(C)C)CC(CC(=O)NCc2ccco2)C(=O)N1Cc1ccccc1 (stereo not given)	-23.9%	-2.6	17.7	-0.7%	0.5%	-3.3%	14.0%	9.0%

# Bioassay records as filed in PubChem.
